Screening data (PubChem BioAssay)
ELG1 DNA repair: inhibitors of ELG1-dependent DNA repair in HEK293T cells; HEK293T ELG1-luciferase reporter, luminescence, 16 h; DNA damage induced by 5-fluorouridine; Potency, µM (doses to about 46.1 µM), for the others: at the highest dose activity change, negative = inhibition, usual class: inhibitors; actives 2.3% (n = 330,000); also: potency is read from the fitted curve at half-maximal effect; % is scaled to controls: 0 for no effect and ±100 for the full control effect; nearly all actives have a fitted effect of over 55% in size
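In this reporter screen, reduction of luminescence relative to DMSO vehicle indicated activity. Compounds and 5-fluorouridine were added together to 2,000 cells per well, incubated for 16 hr at 37 °C, then developed with ONE-Glo.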
p53 reactivation: restores transcriptional activity of mutant p53; H1299 p53-A138V BP100-luciferase reporter, luminescence, 24 h; Potency, µM (titrated, usually from 92.2 µM), for the others: top-dose activity change, positive = activation, most hits filed as activators; actives 0.063% (n = 320,000); AID 504706; also: potency is read from the fitted curve at half-maximal effect; % of control where 0% means no effect; nearly all actives have a fitted effect of over 45% in size
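p53-null H1299 cells stably carrying temperature-sensitive p53-A138V and a BP100-luciferase reporter were pinned with compounds (4-point, 1:5 series) and held 24 hrs at 37 deg C. Luminescence was read 10 min after detection reagent.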
TRPV1 agonist: activates the human vanilloid receptor TRPV1; actives 0.19% (n = 320,000); Q8NER1; TRPV1-expressing cells, Fluo-8 calcium influx, agonist mode; activation, % at 8.33 µM; in the data active = activation above about 80%; inconclusive = between about 30% and that limit; also: 0% is about no effect
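Fluo-8 calcium influx in TRPV1-expressing cells, kinetic read (ex 480/em 520 nm). Compound added and read 3 min for agonist activity, followed by capsaicin at EC20 final and 2 min further read for enhancement.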
RORgamma inh: inhibitors of mouse ROR gamma transcriptional activity; AID 2551; Drosophila S2 Gal4-RORgamma UAS-luciferase reporter, 20 h; Potency, µM (titrated, usually from 53.6 µM), without a hit: at the highest dose activity change, negative = inhibition, usual class: inhibitors; P51450; actives 5.4% (n = 310,000); also: potency is read from the fitted curve at half-maximal effect; % is scaled to controls: 0 for no effect and ±100 for the full control effect; nearly all actives have a fitted effect of over 60% in size
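Schneider cells (Drosophila), stable Gal4 DBD–ROR gamma + UAS-luc; 1 hr cmpd preincubation; Cu2+ induction 700 uM final; 20 hr ambient; luminescence.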
NPC1 promoter act: NPC1 promoter activation; Huh7 NPC1 promoter luciferase reporter, 24 h; Potency, µM (titrated, usually from 9.22 µM), without a hit: at the highest dose activation, hits mostly activators; actives 2.4% (n = 320,000); AID 485313;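 also: potency is read from the fitted curve at half-maximal effect; % of control where 0% means no effect; nearly all actives have a fitted effect of over 60% in size; reporter is driven by a mutant NPC1 promoter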
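Stably transfected Huh7 (NPC1 promoter→luciferase), 1500 cells/well in Opti-MEM + 10% FBS, 2 h settle, then compound 24 h at 37 °C. Luminescence after 10 min with Amplite reagent.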
Tb PFK block: T. brucei PFK enzyme inhibition | O15648 | Potency, µM (doses to about 57.5 µM), inactives show top-dose activity, negative = inhibition, usual class: inhibitors | T. brucei PFK, ADP-Glo luminescence | actives 0.17% (n = 330,000);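 also: potency is read from the fitted curve at half-maximal effect; 0% = uninhibited 1x PFK enzyme wells and -100% = no-enzyme wells; nearly all actives have a fitted effect of over 60% in size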
Target sequence (O15648 whole entry, looked up): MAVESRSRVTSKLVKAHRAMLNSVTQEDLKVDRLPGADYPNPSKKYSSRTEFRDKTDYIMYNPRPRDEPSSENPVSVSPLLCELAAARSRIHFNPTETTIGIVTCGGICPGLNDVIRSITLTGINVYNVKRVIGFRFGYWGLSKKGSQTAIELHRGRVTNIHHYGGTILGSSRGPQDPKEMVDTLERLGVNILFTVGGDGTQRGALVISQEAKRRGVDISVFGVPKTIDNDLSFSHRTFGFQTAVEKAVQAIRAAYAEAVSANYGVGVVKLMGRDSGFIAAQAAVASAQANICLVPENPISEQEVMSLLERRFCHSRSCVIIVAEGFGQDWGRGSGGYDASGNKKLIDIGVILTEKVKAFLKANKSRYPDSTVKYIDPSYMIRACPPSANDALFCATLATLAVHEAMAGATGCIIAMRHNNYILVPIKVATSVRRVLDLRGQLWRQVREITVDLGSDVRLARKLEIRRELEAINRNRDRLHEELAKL
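ADP-Glo luminescence quantified ADP after 45 min at room temperature, with 1.25 nM T. brucei PFK, 0.1 mM ATP and 0.5 mM fructose-6-phosphate in pH 8.0 TEA buffer. qHTS titrations up to 57 µM; curves classified by quality.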
Gal4-VP16 FLuc: counter-screen for ROR gamma inhibitors: Gal4-VP16 reporter; AID 2546; Potency, µM (titrated, usually from 53.6 µM), for inactives: top-dose activity, negative = inhibition, most hits filed as inhibitors; Drosophila S2 Gal4-VP16 UAS-luciferase, luminescence, 20 h; actives 3.5% (n = 310,000);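 also: Gal4-VP16 expression switched on by copper sulfate through the metallothionein promoter; potency is read from the fitted curve at half-maximal effect; % is scaled to controls: 0 for no effect and ±100 for the full control effect; nearly all actives have a fitted effect of over 50% in size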
ELG1 genotox: inducers of genotoxicity in HEK293T ELG1-luciferase cells. actives 1.3% (n = 330,000). HEK293T ELG1-luciferase reporter, luminescence, 16 h. AID 504466. Potency, µM (highest dose often 46 µM), without a hit: at the top dose activity change, positive = activation, actives largely listed as activators; also: potency is read from the fitted curve at half-maximal effect; % of control where 0% means no effect; nearly all actives have a fitted effect of over 60% in size
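Genotoxicity was scored as increased ELG1-luciferase reporter signal, measured by ONE-Glo luminescence (30 min, room temperature). Compound or vehicle exposure of the HEK293T reporter cells lasted 16 hr at 37°C.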
FLuc modulator: firefly luciferase modulation, counter-screen for miR-21 project; actives 6.9% (n = 360,000); AID 588342; purified FLuc, Km substrates, luminescence inhibition; Potency, µM (titrated, usually from 57.5 µM), without a hit: top-dose activity change, negative = inhibition, usual class: inhibitors;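 also: potency is read from the fitted curve at half-maximal effect; plate controls were vehicle for no effect and reference inhibitor for full effect; nearly all actives have a fitted effect of over 55% in size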
Target sequence (P08659 whole entry, looked up): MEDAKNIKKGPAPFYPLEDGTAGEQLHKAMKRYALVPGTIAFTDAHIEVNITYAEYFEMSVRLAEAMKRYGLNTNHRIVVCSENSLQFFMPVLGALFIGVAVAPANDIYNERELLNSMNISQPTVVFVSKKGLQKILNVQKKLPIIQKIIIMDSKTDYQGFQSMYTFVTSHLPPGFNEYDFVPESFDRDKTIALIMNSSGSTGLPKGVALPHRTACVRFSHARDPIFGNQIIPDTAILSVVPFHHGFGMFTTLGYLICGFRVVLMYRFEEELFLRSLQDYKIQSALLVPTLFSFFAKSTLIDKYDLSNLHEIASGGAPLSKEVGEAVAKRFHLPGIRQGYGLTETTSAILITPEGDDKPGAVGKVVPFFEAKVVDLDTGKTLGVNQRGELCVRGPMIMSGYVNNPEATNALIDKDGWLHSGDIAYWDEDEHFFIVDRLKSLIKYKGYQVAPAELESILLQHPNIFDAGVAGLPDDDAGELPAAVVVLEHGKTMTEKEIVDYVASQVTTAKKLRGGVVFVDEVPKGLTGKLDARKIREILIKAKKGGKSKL
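Purified P. pyralis luciferase, 10 nM final, with Km-level 10 uM D-luciferin and 10 uM ATP in 50 mM Tris acetate pH 7.5, 10 mM Mg acetate, 0.01% Tween-20, 0.05% BSA; 6-point qHTS titration about 60 µM downward; luminescence read.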
BRCA1 expr act: increases BRCA1 expression | MCF7-BRCA1-FFLuc reporter, luminescence, 48 h; response scale: scaled: vehicle 0%, 10 µM genistein 100% | Potency, µM (doses to about 46.1 µM), inactives show top-dose activation, hits mostly activators | AID 624202 | actives 1.1% (n = 380,000); also: potency is read from the fitted curve at half-maximal effect; nearly all actives have a fitted effect of over 80% in size; some results filed as inactive show a strong effect at the top dose
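Quantitative HTS in MCF7 cells stably reporting BRCA1 expression via firefly luciferase. Compound treatment lasts 48 h at 37 °C in phenol-red free MEM. Activation is expressed relative to genistein at 10 microM and DMSO.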
Rab9 promoter act: Rab9 promoter activation; Huh7 Rab9 promoter-luciferase reporter, luminescence, 24 h; Potency, µM (titrated, usually from 9.22 µM), for inactives: at the top dose activation, negative = inhibition, hits mostly activators; actives 2.8% (n = 320,000); also: potency is read from the fitted curve at half-maximal effect; % of control where 0% means no effect; nearly all actives have a fitted effect of over 60% in size
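Measured in stably transfected Huh7 cells bearing a Rab9 promoter–luciferase construct: 24 h compound treatment at 37 °C, followed by luminescence detection.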
* = called active by the depositor. Unless noted, calls follow the shape of the dose curve; as a rule, active = well fitted curve in the direction sought with a large enough effect; inconclusive = small, poorly fitted or top-dose-only effect, or another doubt; inactive = no such curve, though single readings can be large; an effect the other way counts as inactive or inconclusive.

What do the screens show for `Cc1ccccc1N1C(=O)CSC1=C(C#N)C#N`?
ELG1 DNA repair: 2%; p53 reactivation: -1%; TRPV1 agonist: -2; RORgamma inh: inconclusive; NPC1 promoter act: 2%; Tb PFK block: 0%; Gal4-VP16 FLuc: 3%; ELG1 genotox: -17%; FLuc modulator: 6%; BRCA1 expr act: -5%; Rab9 promoter act: 4%

What do the screens show for `Cn1c(=O)c2c(nc(-n3ccnc3)n2Cc2ccc(Cl)cc2Cl)n(C)c1=O`?
ELG1 DNA repair: -14%; p53 reactivation: -3%; TRPV1 agonist: -6; RORgamma inh: 2%; NPC1 promoter act: -6%; Tb PFK block: -2%; Gal4-VP16 FLuc: 2%; ELG1 genotox: 0%; FLuc modulator: 4%; BRCA1 expr act: -15%; Rab9 promoter act: 0%

What do the screens show for `O=C(COc1ccc(F)cc1Br)NCc1ccccn1`?
TRPV1 agonist: -3; RORgamma inh: 8%; Gal4-VP16 FLuc: inconclusive; FLuc modulator: inconclusive; BRCA1 expr act: inconclusive

Results for O=S(=O)(Nc1ccc2ccccc2n1)c1ccc2c(c1)CCO2 ?
ELG1 DNA repair: -27%; p53 reactivation: 2%; TRPV1 agonist: 1; RORgamma inh: inconclusive; NPC1 promoter act: -1%; Tb PFK block: -2%; Gal4-VP16 FLuc: -26%; ELG1 genotox: 0%; FLuc modulator: -11%; BRCA1 expr act: -3%; Rab9 promoter act: 2%

How did COCCC1CCCCN1C(=O)c1ccc2nc(Cc3ccccc3F)oc2c1 (centres undefined) do in these assays?
ELG1 DNA repair: inconclusive; p53 reactivation: 12%; TRPV1 agonist: 9; RORgamma inh: -20%; NPC1 promoter act: 1.8µM*; Tb PFK block: 1%; Gal4-VP16 FLuc: 0%; ELG1 genotox: 10µM*; FLuc modulator: 8.5µM*; BRCA1 expr act: 7.9µM*; Rab9 promoter act: 2.8µM*

How did Cc1onc(-c2c(F)cccc2Cl)c1C(=O)OCC(=O)N1C(C)CCCC1C (centres undefined) do in these assays?
ELG1 DNA repair: -15%; p53 reactivation: -8%; Tb PFK block: 0%; ELG1 genotox: -5%; BRCA1 expr act: -14%

Results for CNC(=O)c1cc(C(=O)c2ccc(C(F)(F)F)cc2)c[nH]1 ?
ELG1 DNA repair: inconclusive; p53 reactivation: 11%; TRPV1 agonist: 8; RORgamma inh: 9%; NPC1 promoter act: 20%; Tb PFK block: -2%; Gal4-VP16 FLuc: -13%; ELG1 genotox: inconclusive; FLuc modulator: inconclusive; BRCA1 expr act: 52%; Rab9 promoter act: 19%

What do the screens show for `COc1ccc(CNC(=O)COc2cccnc2[N+](=O)[O-])cc1`?
ELG1 DNA repair: -6%; p53 reactivation: 3%; TRPV1 agonist: 3; RORgamma inh: 22%; NPC1 promoter act: -1%; Tb PFK block: 1%; Gal4-VP16 FLuc: 22%; ELG1 genotox: 4%; FLuc modulator: 0%; BRCA1 expr act: 2%; Rab9 promoter act: 3%

How did Cc1cc(C)n(CNc2nc(C(F)(F)F)cs2)n1 do in these assays?
ELG1 DNA repair: 3%; p53 reactivation: -10%; TRPV1 agonist: 2; RORgamma inh: -21%; NPC1 promoter act: -5%; Tb PFK block: 0%; Gal4-VP16 FLuc: 4%; ELG1 genotox: 0%; FLuc modulator: 1%; BRCA1 expr act: -32%; Rab9 promoter act: -1%

Results for COc1ccc(-c2nc(CSCC(=O)N3CCN(C)CC3)c(C)o2)cc1OC ?
ELG1 DNA repair: 4%; p53 reactivation: 4%; TRPV1 agonist: 0; RORgamma inh: 15%; NPC1 promoter act: -2%; Tb PFK block: -6%; Gal4-VP16 FLuc: -4%; ELG1 genotox: 1%; FLuc modulator: 3%; BRCA1 expr act: 9%; Rab9 promoter act: -1%

Results for C[C@@H]1CN([C@H](C)CO)C(=O)c2cc(NS(=O)(=O)c3cn(C)cn3)ccc2O[C@@H]1CN(C)S(C)(=O)=O ?
ELG1 DNA repair: 17%; p53 reactivation: 1%; Tb PFK block: 8%; ELG1 genotox: 0%; BRCA1 expr act: -9%

Results for O=C(NCC(O)COc1ccc([N+](=O)[O-])cc1)c1ccccc1 (centres undefined) ?
ELG1 DNA repair: -16%; p53 reactivation: 1%; TRPV1 agonist: 2; RORgamma inh: 10%; NPC1 promoter act: -2%; Tb PFK block: 0%; Gal4-VP16 FLuc: -6%; ELG1 genotox: -6%; FLuc modulator: -2%; BRCA1 expr act: -2%; Rab9 promoter act: -8%

How did COc1cc(OC)c(C(=O)OCCCOC(=O)c2cc(OC)c(OC)cc2OC)cc1OC do in these assays?
ELG1 DNA repair: 12µM*; p53 reactivation: inconclusive; TRPV1 agonist: 0; RORgamma inh: 7.9µM*; NPC1 promoter act: -2%; Tb PFK block: 0%; Gal4-VP16 FLuc: 10µM*; ELG1 genotox: 2%; FLuc modulator: -8%; BRCA1 expr act: -15%; Rab9 promoter act: -2%

How did COc1cc(C(=O)OCC(=O)N2CCCC2)cc2c1OCCO2 do in these assays?
ELG1 DNA repair: 14%; p53 reactivation: 22%; TRPV1 agonist: 1; NPC1 promoter act: 0%; Tb PFK block: 1%; ELG1 genotox: 1%; FLuc modulator: 3%; BRCA1 expr act: 10%; Rab9 promoter act: -2%

Results for N#C/C(=C\Nc1ccc2c(c1)OCCO2)C(=O)NCc1ccco1 ?
ELG1 DNA repair: 29%; p53 reactivation: 2%; RORgamma inh: 43%; NPC1 promoter act: 1%; Tb PFK block: 4%; Gal4-VP16 FLuc: -2%; ELG1 genotox: 1%; FLuc modulator: inconclusive; BRCA1 expr act: 0%; Rab9 promoter act: -8%

How did Cc1cccc(-c2nc(CS(=O)CC(=O)N3CC(C)CC(C)C3)c(C)o2)c1 (centres undefined) do in these assays?
ELG1 DNA repair: inconclusive; p53 reactivation: -10%; TRPV1 agonist: 3; RORgamma inh: -5%; NPC1 promoter act: -5%; Tb PFK block: 1%; Gal4-VP16 FLuc: 0%; ELG1 genotox: -6%; FLuc modulator: 2%; BRCA1 expr act: 2%; Rab9 promoter act: -4%

Results for CC(C)(C)OC(=O)NCCCC[C@H](NC(=O)c1[nH]cnc1C(=O)N[C@@H](Cc1ccccc1)C(=O)OC(C)(C)C)C(=O)OC(C)(C)C ?
ELG1 DNA repair: inconclusive; p53 reactivation: -3%; TRPV1 agonist: -1; RORgamma inh: 7.9µM*; NPC1 promoter act: -6%; Tb PFK block: 1%; Gal4-VP16 FLuc: inconclusive; ELG1 genotox: -11%; FLuc modulator: 0%; BRCA1 expr act: -63%; Rab9 promoter act: -3%

What do the screens show for `CCSc1nnc(NC(=O)C2(C)Cc3ccccc3C(=O)O2)s1` (centres undefined)?
ELG1 DNA repair: -1%; p53 reactivation: 6%; TRPV1 agonist: 2; RORgamma inh: inconclusive; NPC1 promoter act: 3%; Tb PFK block: -4%; Gal4-VP16 FLuc: 7%; ELG1 genotox: 2%; FLuc modulator: -2%; BRCA1 expr act: 2%; Rab9 promoter act: -4%

What do the screens show for `O=C(N/N=C/c1ccccn1)c1ccc(Br)o1`?
ELG1 DNA repair: -8%; p53 reactivation: 1%; TRPV1 agonist: -2; RORgamma inh: 13µM*; NPC1 promoter act: -4%; Tb PFK block: -1%; Gal4-VP16 FLuc: inconclusive; ELG1 genotox: 5%; FLuc modulator: -22%; BRCA1 expr act: -14%; Rab9 promoter act: 0%

Results for CC(C)=C1C2CCC1C1C(=O)N(c3nc(-c4ccc(F)cc4)c(C)s3)C(=O)C21 (centres undefined) ?
ELG1 DNA repair: -10%; p53 reactivation: 1%; TRPV1 agonist: -5; RORgamma inh: 4%; NPC1 promoter act: -3%; Tb PFK block: 1%; Gal4-VP16 FLuc: 20µM*; ELG1 genotox: -10%; FLuc modulator: 0%; BRCA1 expr act: 4%; Rab9 promoter act: 6%

What do the screens show for `Cc1ccc(S(=O)(=O)Cc2cn3cccnc3n2)cc1`?
ELG1 DNA repair: 9%; p53 reactivation: -3%; TRPV1 agonist: 0; RORgamma inh: 10%; NPC1 promoter act: -6%; Tb PFK block: 0%; Gal4-VP16 FLuc: -6%; ELG1 genotox: 3%; FLuc modulator: 7%; BRCA1 expr act: 5%; Rab9 promoter act: -1%

What do the screens show for `O=C(O)CSC1CC(=O)N(c2ccc(Br)cc2)C1=O` (centres undefined)?
ELG1 DNA repair: -4%; p53 reactivation: -3%; TRPV1 agonist: 2; RORgamma inh: -20%; NPC1 promoter act: -4%; Tb PFK block: 0%; Gal4-VP16 FLuc: 6%; ELG1 genotox: -7%; FLuc modulator: -1%; BRCA1 expr act: 26%; Rab9 promoter act: 4%
